# AmpC inh no detg = blocks E. coli AmpC beta-lactamase in detergent-free assay; AmpC nitrocefin hydrolysis, absorbance 480 nm, 0.0001% Triton; 330,000 tested, 0.52% active; Potency, µM (top dose mostly 57.1 µM), for the others: at the top dose activity change, negative = inhibition, actives largely listed as inhibitors;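 also: potency is read from the fitted curve at half-maximal effect; plate controls were no compound for no effect and no enzyme for full effect; nearly all actives have a fitted effect of over 20% in size; some results filed as inactive show a strong effect at the top dose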
# Target sequence (P00811 whole entry, looked up): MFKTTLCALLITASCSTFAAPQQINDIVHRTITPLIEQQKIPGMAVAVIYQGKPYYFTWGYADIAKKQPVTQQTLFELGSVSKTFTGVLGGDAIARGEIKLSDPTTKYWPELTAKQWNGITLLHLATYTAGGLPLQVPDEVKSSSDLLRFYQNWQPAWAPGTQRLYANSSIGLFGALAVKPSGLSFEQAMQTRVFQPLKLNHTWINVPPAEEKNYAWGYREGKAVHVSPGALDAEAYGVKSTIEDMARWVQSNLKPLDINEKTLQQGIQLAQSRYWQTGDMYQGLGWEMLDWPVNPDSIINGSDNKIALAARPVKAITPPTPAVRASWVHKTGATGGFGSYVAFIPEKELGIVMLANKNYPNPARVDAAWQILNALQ
#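 20 mM phosphate pH 7.0 + 0.01% (detergent screen) or 0.0001% Triton X-100; 5.3 nM AmpC reagent; cpd preinc 15 min RT; nitrocefin (800 uM stock) to start; A480 q20 s × 4 min; Activity was normalised to no-enzyme and no-compound control wells.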
# Tb PYK inh = blocks Trypanosoma brucei pyruvate kinase | Q57TT1 | TbPYK enzyme, Kinase-Glo Plus ATP luminescence, 45 min | Potency, µM (doses to about 76.8 µM), inactives show top-dose activity, negative = inhibition, usual class: inhibitors | 410,000 tested, 0.12% active; also: potency is read from the fitted curve at half-maximal effect; nearly all actives have a fitted effect of over 50% in size
#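 T. brucei PYK with substrate was exposed to pin-transferred compounds across a concentration series, then started with 130 uM ADP (final). After 45 min at room temperature, Kinase-Glo Plus luminescence was read, normalized and curve-fitted.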
# LmPK inh = blocks Leishmania mexicana pyruvate kinase activity. purified LmPK, Kinase-Glo ATP luminescence, 1 h. AID 1721. 290,000 tested, 0.37% active. Potency, µM (highest dose often 57.5 µM), for the others: at the highest dose activity change, negative = inhibition, usual class: inhibitors; also: potency is read from the fitted curve at half-maximal effect
# Target sequence (Q27686 whole entry, looked up): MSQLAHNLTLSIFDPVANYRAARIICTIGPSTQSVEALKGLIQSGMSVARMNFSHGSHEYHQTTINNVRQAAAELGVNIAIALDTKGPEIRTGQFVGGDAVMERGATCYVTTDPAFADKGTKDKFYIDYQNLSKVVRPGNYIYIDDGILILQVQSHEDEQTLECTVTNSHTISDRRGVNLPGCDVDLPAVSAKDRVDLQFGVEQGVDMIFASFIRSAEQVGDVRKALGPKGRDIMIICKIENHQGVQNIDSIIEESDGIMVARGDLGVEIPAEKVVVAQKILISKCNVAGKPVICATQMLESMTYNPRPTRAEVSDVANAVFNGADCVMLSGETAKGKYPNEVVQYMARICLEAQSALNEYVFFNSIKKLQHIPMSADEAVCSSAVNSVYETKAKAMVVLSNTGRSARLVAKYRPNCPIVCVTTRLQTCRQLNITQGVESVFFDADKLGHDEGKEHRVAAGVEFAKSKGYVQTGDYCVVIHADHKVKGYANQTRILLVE
#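 Purified LmPK (0.1 nM) converted ADP (0.1 mM) to ATP with PEP (0.5 mM) in imidazole buffer pH 7.2 with KCl and MgCl2, 1 h at room temperature. ATP was read by Kinase-Glo luminescence; data normalized to uninhibited and no-enzyme controls.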
# Sm TGR inh = S. mansoni TGR enzyme inhibition; Q962Y6; purified TGR, DTNB reduction, TNB absorbance 405 nm; Potency, µM (top dose mostly 114 µM), inactives show at the highest dose activity change, negative = inhibition, actives largely listed as inhibitors; 360,000 tested, 3% active; AID 485364; also: potency is read from the fitted curve at half-maximal effect; nearly all actives have a fitted effect of over 60% in size
#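 Kinetic colorimetric format: TGR-catalysed, NADPH-driven DTNB reduction monitored via TNB absorbance. Enzyme dispensed at 20 nM; compound exposure 15 min at room temperature before reaction start.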
# HCMV antiviral = human cytomegalovirus inhibition. activity change, negative = inhibition, % at 57.5 µM. HFF cells, HCMV-luciferase reporter, 72 h; stronger effect = lower value. AID 1259415. 410,000 tested, 4.5% active; in the data active = activity change below about -60%; inconclusive = no clear call, values can overlap the other calls; inactive = above about -39%
#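 Compounds were evaluated in HFFs infected with an HCMV luciferase reporter virus (MOI 1 PFU/cell). Luciferase in lysates collected 72 h post infection served as the replication measure.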
# AmpC detergent = AmpC beta-lactamase inhibition with detergent present. P00811. AmpC hydrolysis of nitrocefin, absorbance 480 nm, 0.01% Triton. Potency, µM (top dose mostly 114 µM), for the others: top-dose activity change, negative = inhibition, most hits filed as inhibitors. 370,000 tested, 0.041% active;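 also: potency is read from the fitted curve at half-maximal effect; 0% = no-compound wells and -100% = no-enzyme wells; nearly all actives have a fitted effect of over 25% in size; some results filed as inactive show a strong effect at the top dose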
#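 20 mM phosphate pH 7.0 + 0.01% (detergent screen) or 0.0001% Triton X-100; 5.3 nM AmpC reagent; cpd preinc 15 min RT; nitrocefin (800 uM stock) to start; A480 q20 s × 4 min; Activity was normalised to no-enzyme and no-compound control wells.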
# AMA1 RON2 block = AMA1-RON2 (P. falciparum) interaction inhibition. 360,000 tested, 0.2% active. Potency, µM (series often up to 58.2 µM), inactives show top-dose activity change, negative = inhibition, usual class: inhibitors. AlphaScreen AMA1-biotinylated RON2 peptide binding;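 also: potency is read from the fitted curve at half-maximal effect; 0% = vehicle wells and -100% = peptide control; nearly all actives have a fitted effect of over 45% in size; some results filed as inactive show a strong effect at the top dose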
#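 AMA1 (3D7) with his tag at 25 nM final met compounds first, then biotinylated RON2 peptide at 25 nM; detection used donor plus acceptor beads, 10 µg/mL apiece, read by AlphaScreen after 30 min at room temperature.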
# Numbers without * were called inactive; ? = inconclusive; / = no result given; + = active, no number; & = joins results of further samples; [ ] = remark or other dose. Unless noted, calls follow the shape of the dose curve; as a rule, active = well fitted curve in the direction sought with a large enough effect; inconclusive = small, poorly fitted or top-dose-only effect, or another doubt; inactive = no such curve, though single readings can be large; an effect the other way counts as inactive or inconclusive. Unless noted, % is scaled to controls: 0 for no effect and ±100 for the full control effect. Not a hit list; any-hit rate near 7.4%.
SMILES,AmpC inh no detg,Tb PYK inh,LmPK inh,Sm TGR inh,HCMV antiviral,AmpC detergent,AMA1 RON2 block
CC(C)n1c2ccccc2c2cc([N+](=O)[O-])ccc21,-17.2%,-8.0%,-0.2%,5.1%,?,-2.9%,6.2%[2.32 µM]
CCCC1NC(=O)c2cccnc2-n2c1nc1cc(F)c(F)cc1c2=O (stereo not given),/,-0.6%,/,/,-0.7,/,20.2%
COc1ccc(-c2ccc(CO)o2)cc1N,-1.3%,-1.6%,10.9%,-27.2%,34.2,1.8%,-1.7%
CCCCN(CCCC)CCCNC(=O)CC1Oc2ccc(C)cc2NC1=O (stereo not given),-13.3%,2.3%,-0.7%,1.0%,-2.2,?,-9.1%
CCn1c(=NC(=O)C2COc3ccccc3O2)sc2c(C)ccc(OC)c21 (stereo not given),-3.7%,-10.0%,10.5%,9.8%,?,-4.9%,15.4%
CCC(C)(C)NC(=O)C(c1cccc(OC)c1)N(C(=O)c1ccn[nH]1)c1cccc(OC)c1 (stereo not given),15.7%,5.3%,0.3%,6.6%,31.1,?,21.4%
CN1C(=O)Cc2cc(S(=O)(=O)NCCc3ccccc3)ccc21,-20.1%,-7.7%&1.8%,-0.4%,3.4%&5.4%,8.0&5.3,-0.9%&13.3%,-1.7%
CC(=O)NC(CCS(C)(=O)=O)C(=O)Nc1ccc2c(c1)OCO2 (stereo not given),-0.1%,1.2%,0.0%,-15.2%,-5.7,-11.9%,5.1%
COc1ccc(OC)c(NC(=O)CN2C(=O)NC3(CCOc4ccccc43)C2=O)c1 (stereo not given),-6.6%,-19.5%,1.1%,-14.7%,-4.2,-6.7%,-17.0%
O=C(CN1CCN(Cc2ccccc2Cl)C1=O)NCc1ccccn1,5.9%,2.2%,-2.0%,-1.5%,12.2,7.1%,85.8%[activator]
Cc1[nH]ncc1Nc1ccccc1C(C)C,/,-17.9%,/,/,-16.7,/,-2.3%
Cc1cc(C)nc(SCc2nnc(SCC(=O)Nc3nc(-c4ccccc4)cs3)n2-c2ccccc2)n1,-1.3%,-2.0%,-2.8%,-26.8%,92.7,-8.5%,-9.8%
O=C(c1c[nH]c2ccccc12)C(F)(F)F,-24.6%,8.4%,-1.6%,-0.5%,54.7,0.8%,3.8%
CCCCCN1N=C(C)CC1=O,-5.1%,4.2%,4.4%,10.2%,-36.3,-8.7%,-1.4%
O=[N+]([O-])c1cccnc1Oc1ccc(F)cc1F,-12.4%,2.2%,-0.9%,7.4%,46.6,-11.7%,-4.8%
O=C(Nc1ccnn1C1CCN(C(=O)c2cccc(Cl)c2)CC1)C1CCOC1 (stereo not given),-10.3%,-6.6%,-7.5%,6.0%,-0.8,0.6%,-9.0%
Cc1cccc(Cn2c(-c3cccc(Br)c3)nc3ccccc32)c1,/,-13.2%,/,0.8%,-4.5,0.9%,/
Cc1sc2nc(CSCC(=O)Nc3ccc(OC(F)F)cc3)[nH]c(=O)c2c1C,-25.9%,-10.7%,1.7%,1.2%,20.4,0.0%,-6.3%
N/C(=N/[N+](=O)[O-])N1CCN(C(=O)c2ccc(Cl)cc2)CC1,-4.0%,4.7%,0.9%,-3.8%,12.1,4.6%,-6.5%
CC(=O)c1cccc(Nc2c3c(nc4nc(-c5cccs5)nn24)CCCC3)c1,/,-10.6%,/,?,56.0,10.4%,/
CN(Cc1ccccc1)C(=O)c1cccc(C(=O)N(C)Cc2ccccc2)c1,53.4%,-4.2%,-1.6%,3.3%,0.0,-1.4%,-8.6%
COc1ccc(/C(O)=C2\C(=O)C(=O)N(c3cc(C)on3)C2c2ccccc2OC)cc1 (stereo not given),-16.0%,-9.6%,4.4%,-4.9%,-12.6,4.0%,0.6%
Cc1cccc(N2CCN(C(=O)CCSCc3ccccc3F)CC2)c1C,/,25.9%,/,11.4%,11.2,2.6%,/
NC(=O)CC(NC(=O)c1ccccc1)c1ccc(N2CCCCCCC2)c([N+](=O)[O-])c1 (stereo not given),-47.5%,0.1%,0.6%,2.4%,-17.2,-16.3%,-6.9%
CC1(C)CC2CC(C)(CN2C(=O)COC(=O)c2ccccc2C(F)(F)F)C1 (stereo not given),82.1%[activator],0.0%,/,-8.5%,+,-12.3%,12.0%
COc1ccc(C(=O)Nc2nc3n(n2)C(c2ccc(Cl)cc2)C=C(c2ccccc2)N3)cc1OC (stereo not given),/,0.6%,/,22.4µM*,-38.9,20.1%,/
CC(=O)NC(Cc1ccccc1F)C(=O)NC1CCN(C(=O)Nc2ccc(C)cc2)CC1 (stereo not given),-4.5%,-0.9%,-1.4%,0.8%,-40.0,2.0%,-2.7%
COCCn1c(SCC(=O)N2CCC(C)CC2)nc2ccccc2c1=O,45.3%,-9.7%,4.9%,0.0%,-39.7,?,6.8%
COC(=O)c1cccc(N(CC(=O)NC2CCCCC2)C(=O)CNC(=O)c2cccs2)c1,17.8%,1.1%,-0.4%,-4.0%,?,-7.0%,5.1%
COc1cc(CN2CCN(Cc3ccco3)CC2)cc(OC)c1,-11.8%,22.9%,1.7%,-13.8%,16.8,3.4%,20.2%

# By substructure, the compounds so far with a CF3 group.
SMILES,AmpC inh no detg,Tb PYK inh,LmPK inh,Sm TGR inh,HCMV antiviral,AmpC detergent,AMA1 RON2 block
O=C(c1c[nH]c2ccccc12)C(F)(F)F,-24.6%,8.4%,-1.6%,-0.5%,54.7,0.8%,3.8%
CC1(C)CC2CC(C)(CN2C(=O)COC(=O)c2ccccc2C(F)(F)F)C1 (stereo not given),82.1%[activator],0.0%,/,-8.5%,+,-12.3%,12.0%

# The main list resumes with the two entries that preceded the break.
SMILES,AmpC inh no detg,Tb PYK inh,LmPK inh,Sm TGR inh,HCMV antiviral,AmpC detergent,AMA1 RON2 block
COC(=O)c1cccc(N(CC(=O)NC2CCCCC2)C(=O)CNC(=O)c2cccs2)c1,17.8%,1.1%,-0.4%,-4.0%,?,-7.0%,5.1%
COc1cc(CN2CCN(Cc3ccco3)CC2)cc(OC)c1,-11.8%,22.9%,1.7%,-13.8%,16.8,3.4%,20.2%
COc1ccc(-c2nc3nc(C)cc(N4CCN(c5cccc(C(F)(F)F)c5)CC4)n3n2)cc1,/,0.8%,/,-6.3%,14.7,1.5%,/
O=C(Cn1cc(COc2ccc(C(=O)c3ccccc3)cc2)nn1)c1ccc(O)cc1,/,-0.2%,/,/,10.3,/,30.9%[activator]
NC(=O)C[C@H](NC(=O)c1ccc(Cl)cc1)C(=O)OCc1ccccc1,-8.5%,2.5%,/,/,?,/,-3.8%
CCOc1ccc(NC(=O)COC(=O)c2n[nH]c3ccccc23)cc1,-22.0%,1.2%,/,/,76.4,/,-4.9%
Cc1ccc2c(c1)N(CC(=O)N1CCN(C3CCCCC3)CC1)C(=O)CO2,-2.5%,-1.6%,6.0%,?,-28.9,3.6%,21.9%
O=C(O)c1cccc(CSc2n[nH]c(-c3ccc(Cl)cc3Cl)n2)c1,-24.4%,-3.8%,0.2%,/,2.5,2.2%,12.2%
COc1ccc(Nc2nc(N)nc(CN3CCN(c4ccc(F)cc4)CC3)n2)cc1,38.9%,-4.5%,4.1%,0.0%,0.0,-0.1%,-6.3%
Cn1cc([N+](=O)[O-])c(C(=O)n2cccn2)n1,-10.3%,1.2%,8.2%,5.4%,-12.2,8.7%,-2.3%
CCOC(=O)C1=C(c2ccccc2)NC(=O)NC1c1cc(OCC)c(O)c([N+](=O)[O-])c1 (stereo not given),-12.4%,-0.1%,14.1%,-9.2%,39.8,?,-7.5%
S=c1[nH]ccn1CCc1ccccc1,-4.5%,-29.5%,-20.5%,34.5%,47.0,9.3%,40.8%[activator]
Cc1cc(C(=O)CSc2ncnc3ccccc23)c(C)n1C1CC1,-31.1%,-3.4%,/,-12.9%,-9.8,-8.5%,-2.8%
CCOc1ccc2nc(NC(NC(C)=O)(C(=O)OC)C(F)(F)F)sc2c1 (stereo not given),4.0%,-22.4%,5.2%,8.2%,-6.3,-12.0%,2.8%
CC(C)CNc1c2c(nc3ccccc13)CCC2,-22.4%,6.3%,0.7%,18.9%,-68.2*,-1.4%,-1.1%
C/C(=N\NC(=O)c1c(Cl)c(C)nn1C)c1ccc(NC(=O)c2ccncc2)cc1,201.6%[activator],-1.3%,0.9%,4.5%,-19.2,3.0%,10.1%
CCCN(CCC)CCNC(=O)CCC(=O)Nc1ccc2nc(N3CCOCC3)cc(C)c2c1,-0.7%,8.8%,-4.1%,1.1%,296.7,-0.9%,-8.2%
Cc1ccccc1NS(=O)(=O)c1csc(C(N)=O)c1,-10.9%,-10.5%,7.3%,27.7%,3.0,2.4%,9.5%
CCOc1ccccc1C=Nc1ccccc1C(=O)Nc1ccccc1,-6.6%,-1.4%,2.9%,5.4%,41.8,-6.1%,-4.6%
O=[N+]([O-])c1ccc(/C=N/n2c(CO)nc3ccccc32)s1,-15.0%,-10.4%,0.1%,-7.9%,-68.9*,1.6%,-0.1%[11.6 µM]
O=C(Nc1ccc(F)cc1)c1cc2cc3ccc(Cl)cc3nc2o1,/,1.6%,/,2.4%,-8.7,0.1%,/
CNc1ncnc2c1ncn2[C@H]1CN(CCc2ccccc2)C[C@@H](CO)O1,/,0.7%,/,/,17.4,/,3.2%
COC(=O)NCC12CC3CC(C1)CC(CNC(=O)OC)(C3)C2,-1.0%,-15.5%,-0.6%,10.0%,3.6,?,-10.8%
NC(=O)CC[C@@H]1NC(=O)C(Cc2ccc(O)cc2)NC(=O)c2cc([N+](=O)[O-])cc(F)c2NCCC[C@@H](C(N)=O)NC1=O (stereo not given in full),-12.9%,/,1.7%,-23.5%,/,1.6%,/
CC1CCN(S(=O)(=O)c2cccc(C(=O)O)c2)CC1,-6.8%,1.0%,-9.5%,-8.9%,-33.0,?,7.1%
O=C(Nc1ccc(OCC(=O)N2CCOCC2)cc1)c1ccccc1Cl,-9.0%,-6.5%,-8.4%,1.7%,26.6,0.4%,8.5%
CC(C(=O)OCC(=O)Nc1cccc(S(=O)(=O)N2CCOCC2)c1)N1C(=O)c2ccccc2C1=O (stereo not given),15.4%,-0.2%,-5.9%[11.5 µM],-32.2%,-17.4,-3.3%,-10.5%
O=C(c1ccc2c(c1)OCO2)N1CCN=C1SCc1cccnc1,-7.7%,1.6%,0.8%,-5.6%,-20.2,?,-1.8%
O=C(Cn1cnc2c(cnn2-c2ccc(F)cc2)c1=O)N1CCN(c2ccccc2F)CC1,-11.0%,-10.1%,9.2%,-6.0%,-19.6,?,4.6%
